KDM5B inhibitor: inhibitors of human KDM5B histone demethylase. Potency, µM (highest dose often 57.7 µM), inactives show at the highest dose activity change, negative = inhibition, usual class: inhibitors. 2.6% of 220,000 active. AID 1347165. Q9UGL1. KDM5B demethylase, FDH-coupled NADH fluorescence (FDH is formaldehyde dehydrogenase); active means well fitted inhibition curve with a large enough effect; inconclusive means small, poorly fitted or top-dose-only effect; inactive means no such curve, though single readings can be large or run the other way; further: 0% is about no effect; nearly all actives have a fitted effect of over 70% in size
Target sequence (Q9UGL1 whole entry, looked up): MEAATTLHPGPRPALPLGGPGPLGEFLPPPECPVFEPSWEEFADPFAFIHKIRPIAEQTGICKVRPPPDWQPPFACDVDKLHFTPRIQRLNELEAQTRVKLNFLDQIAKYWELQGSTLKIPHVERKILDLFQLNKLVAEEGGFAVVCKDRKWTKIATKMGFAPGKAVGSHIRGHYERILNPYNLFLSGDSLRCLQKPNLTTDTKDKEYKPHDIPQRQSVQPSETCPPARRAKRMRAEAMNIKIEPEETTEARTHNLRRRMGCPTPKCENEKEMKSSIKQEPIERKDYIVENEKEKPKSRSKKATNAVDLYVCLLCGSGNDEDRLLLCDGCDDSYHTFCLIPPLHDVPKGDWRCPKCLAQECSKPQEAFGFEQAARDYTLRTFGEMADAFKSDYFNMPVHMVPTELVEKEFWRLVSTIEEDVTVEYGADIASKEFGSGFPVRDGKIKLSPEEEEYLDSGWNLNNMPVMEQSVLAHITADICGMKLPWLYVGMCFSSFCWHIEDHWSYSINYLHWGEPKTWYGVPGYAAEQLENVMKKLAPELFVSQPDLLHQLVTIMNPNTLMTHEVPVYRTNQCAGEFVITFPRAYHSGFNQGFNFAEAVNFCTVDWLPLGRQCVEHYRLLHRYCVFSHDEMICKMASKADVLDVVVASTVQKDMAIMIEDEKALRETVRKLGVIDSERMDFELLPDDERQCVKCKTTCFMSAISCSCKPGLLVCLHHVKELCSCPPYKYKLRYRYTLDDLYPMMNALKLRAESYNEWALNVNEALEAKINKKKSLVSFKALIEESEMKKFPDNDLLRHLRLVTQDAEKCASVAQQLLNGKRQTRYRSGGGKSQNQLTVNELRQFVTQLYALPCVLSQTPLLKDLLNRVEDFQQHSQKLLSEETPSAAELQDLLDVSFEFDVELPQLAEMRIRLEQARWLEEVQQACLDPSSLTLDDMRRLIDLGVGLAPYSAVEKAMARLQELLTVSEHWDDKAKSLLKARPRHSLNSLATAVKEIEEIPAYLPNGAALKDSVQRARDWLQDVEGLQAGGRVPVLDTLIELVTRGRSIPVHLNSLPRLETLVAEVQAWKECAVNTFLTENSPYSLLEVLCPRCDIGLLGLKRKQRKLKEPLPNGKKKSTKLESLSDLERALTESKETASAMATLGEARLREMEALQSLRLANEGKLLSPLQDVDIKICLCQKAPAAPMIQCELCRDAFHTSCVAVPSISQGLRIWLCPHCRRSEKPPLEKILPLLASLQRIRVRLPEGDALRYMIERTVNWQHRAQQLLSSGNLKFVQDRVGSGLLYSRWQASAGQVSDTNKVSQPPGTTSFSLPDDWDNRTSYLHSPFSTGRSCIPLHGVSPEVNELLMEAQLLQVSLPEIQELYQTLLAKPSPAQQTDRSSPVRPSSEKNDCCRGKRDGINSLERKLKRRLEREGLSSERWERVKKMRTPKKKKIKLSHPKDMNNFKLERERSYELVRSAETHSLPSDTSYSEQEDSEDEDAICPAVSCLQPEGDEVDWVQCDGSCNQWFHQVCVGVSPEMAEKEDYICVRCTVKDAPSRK
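KDM5BΔAP (200 nM final) in 50 mM HEPES pH 7.5, 0.01% Tween-20 was preincubated 10 min at RT with compound over a concentration range. Substrate mix (H3K4me3 12.5 µM, α-KG 25 µM, Fe²⁺, ascorbate, NAD⁺, FDH) was added, and NADH fluorescence change over 30 min gave dose-response curves.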
Starred values were filed as active, the others as inactive; i = inactive; u = inconclusive; [ ] = another dose, or the depositor's remark. Potency means the concentration at half of the fitted maximal effect.

SMILES | KDM5B inhibitor
CC(C)(C)c1ccc(-c2cc(C[C@H]3CNCC[C@H]3CC(=O)NCc3ccc(F)cc3)no2)cc1 | -23%
Cc1cn2nc(C(=O)N3CCC(NC(=O)c4ccc5ccccc5n4)CC3)cc2c(=O)[nH]1 | -23%
O=C(O)C12CC3(Br)CC(Br)(CC(Br)(C3)C1)C2 | 14%
Cn1nc(C2CCN(C(=O)COc3ccc(F)cc3)CC2)c2c1CCOC2 | 13%
O=C(c1cccs1)N(c1ccc(Br)cc1)C1C=CS(=O)(=O)C1 (stereo not drawn) | 8%
COc1ccc2[nH]cc(CCNC(=O)c3ccc(N4CC5CC(C4)[C@H]4CCCC(=O)N4C5)nc3)c2c1 (stereo partly drawn) | u
COc1cccc(C(=O)Nc2cccc(NC(=O)c3ccc(Cl)cc3Cl)c2)c1 | u
COc1ccc(Nc2oc(COc3ccc(OC)cc3)nc2C#N)cc1 | -27%
Cc1ncc([N+](=O)[O-])n1CC(=O)Nc1ccc(F)cc1F | 4%
Cc1cc(-c2c(C)n([O-])c(C)c(C)[n+]2=O)ccc1F | 15%
CC(=O)N1CC2(CCN(Cc3c[nH]c4ccccc34)CC2)Cc2ccccc21 | u
Cn1cc(-c2cccc(COc3ccc4c(cnn4CC[S+](C)(=O)[O-])c3)c2)cn1 | -11%[86.2 µM]
CC(C)c1noc(CN2CCCC(c3nccn3Cc3ccccc3)C2)n1 (stereo not drawn) | -20%
Cc1ccc(-c2nc(Cn3cnc(C#N)n3)co2)cc1 | 0%
CNC(=O)C1CCCC1 | 33%[activator]
Cc1cccc(NC(=S)N2CCN(C(=O)c3ccco3)CC2)c1C | 6%
COC(=O)c1cccc(N(CC(=O)NCC2CCCO2)C(=O)CCC(=O)Nc2cc(C)on2)c1 (stereo not drawn) | 10%
CCNC(=O)c1c(C)oc2c1CN(C(=O)CC)CC2 | u
CC1CCC(C(C)C)C(OC(=O)COC(=O)c2ccc(CSc3ccc(Cl)cc3)cc2)C1 (stereo not drawn) | 15%
O=C(COC(=O)c1cccc(S(=O)(=O)N2CCc3ccccc32)c1)Nc1ccc2c(c1)OCCO2 | -6%

Among those listed so far, 2 contain a cyano group:
SMILES | KDM5B inhibitor
COc1ccc(Nc2oc(COc3ccc(OC)cc3)nc2C#N)cc1 | -27%
Cc1ccc(-c2nc(Cn3cnc(C#N)n3)co2)cc1 | 0%

Some of the entries above in another layout.
Cc1ccc(-c2nc(Cn3cnc(C#N)n3)co2)cc1
  KDM5B inhibitor: 0%

Cc1cccc(NC(=S)N2CCN(C(=O)c3ccco3)CC2)c1C
  KDM5B inhibitor: 6%

Next section.
SMILES | KDM5B inhibitor
COc1ccc(NC(=O)c2sc3nc(C)c(C(=O)Nc4ccc(C)cc4C)c(-c4sccc4C)c3c2N)cc1 | u
Cc1cc2c(cc3c(SCc4nc(-c5ccccc5)oc4C)nnc(C)n32)o1 | u
CN1CC(=O)N(c2ccccc2)Cc2c(NC3CCCC3)ncnc21 | -21%[86.2 µM]
Cn1nccc1OCc1cn2c(=O)n(C)cc(-c3cccc(OCc4ccccc4)c3)c2n1 | 40µM*
COc1ccccc1C(=O)NC(C)c1ccc(-n2ccnc2)cc1 (stereo not drawn) | 26%
COc1ccc(-c2coc3cc(OCC(=O)N4CCN(c5ccc(F)cc5)CC4)ccc3c2=O)cc1 | -4%
COc1ccc(C2CC(=O)NC(SCC(=O)Nc3cc(Cl)cc(Cl)c3)=C2C#N)cc1OC (stereo not drawn) | -28%
COc1ccc(-c2ccc(C(=O)NCCCn3ccnc3C(C)C)cn2)cc1 | i
NCc1cccc(-c2ccc(OC(F)(F)F)cc2)c1 | -4%[149 µM]
CCN1CCCN(S(C)(=O)=O)CC12CCOCC2 | 26%
CN(CC(=O)NC(N)=O)Cc1ccc(F)c(F)c1 | 16%
Cc1ccc2oc(=O)c3cnn(CC(=O)N(C)c4ccc(F)cc4)c3c2c1 | -22%
CCOc1ccc(CC(=O)N2CCC3(CC2)N=C(c2ccccc2)NO3)cc1 | -17%
Cc1ccc(-n2ncc3c(=O)n(Cc4cccc(C(F)(F)F)c4)cnc32)cc1C | -29%
Cn1c(=O)c2c(nc(CN3CCc4ccccc4C3)n2CCCO)n(C)c1=O | 9%
CCN(Cc1ccc2c(c1)OCCO2)C(=O)Cn1cnc2c(cnn2C)c1=O | 0%
Cc1cc(C(=O)N2CC(c3nnc(C(C)C)o3)C3(CCOCC3)C2)n(C)n1 (stereo not drawn) | 15%
CN(C)C(=O)c1ccc(-c2ncc3c(n2)OCCN(CC2CC2)C3=O)cc1 | -17%[86.2 µM]
COc1ccc(/C=C/c2nc3ccccc3s2)c(OC)c1OC | u
CCOC(=O)c1cccc(NC(=O)C2CCN(S(=O)(=O)c3c(C)noc3/C=C/c3ccc(C)cc3)CC2)c1 | u

Reprinted from the part before: 2 compounds, followed by the next part.
SMILES | KDM5B inhibitor
COc1ccc(/C=C/c2nc3ccccc3s2)c(OC)c1OC | u
CCOC(=O)c1cccc(NC(=O)C2CCN(S(=O)(=O)c3c(C)noc3/C=C/c3ccc(C)cc3)CC2)c1 | u
O=C(C1CCC(Cn2c(=O)c3sccc3n(Cc3ccccc3F)c2=O)CC1)N1CCCCC1 (stereo not drawn) | -18%
Brc1ccc(COc2cccc3cccnc23)cc1 | u
CC(C)N1CCN(C2CCOC3(CCN(C(=O)COc4ccccc4)CC3)C2)CC1 (stereo not drawn) | 17%
COC(=O)C1=CN(Cc2ccc(OC)c(OC)c2)C=C(C(=O)OC)C1c1ccccc1OC | i
CCN(CC)c1ncccc1CNC(=O)Nc1ccc2c(c1)OCO2 | -21%
CCc1noc(-c2cn(C3CCCN(C(=O)c4cc(Cl)ccc4F)C3)nn2)n1 (stereo not drawn) | -11%
Cc1cc(C)c2oc(C(=O)N3CCN(C)CC3)cc(=O)c2c1 | -3%
COc1ccc(CCC(=O)NCCC2CCN(C(=O)Nc3ccc(C)cc3)CC2)cc1 | 7%
CCOc1ccc(C(c2c(O)cc(C)n(CCOC)c2=O)N2CCN(c3ccccc3F)CC2)cc1 (stereo not drawn) | u
CCN1CC(C(=O)N2CCC(Sc3ccc(C)cc3)CC2)CC1=O (stereo not drawn) | 31%
CN1CC(=O)N(C2CCNCC2)Cc2c(NC3CCCCC3O)ncnc21 (stereo not drawn) | u
O=C(O)C(c1c[nH]c2ccccc12)N1CCN(Cc2ccc(Cl)cc2Cl)CC1 (stereo not drawn) | -7%
COC(=O)[C@@H]1Cc2ncn(Cc3ccc(Cl)cc3)c2CN1Cc1cccc(C#N)c1 | u
O=C(Oc1ccc(OC(=O)C2CCCCC2)c(Cl)c1)C1CCCCC1 | 25%
COc1ccc(CN2CCCC3(Cc4ccccc4CNC3=O)C2)cc1 (stereo not drawn) | 4%[149 µM]
COc1cccc(C(=O)N2CCC(n3cc(-c4nc(C)no4)nn3)CC2)c1 | 34%
O=C(Cn1c(-c2cccs2)cc2cc(F)ccc21)NCCCN1CCN(c2ccc(F)cc2)CC1 | u
CC1Cc2cc(S(=O)(=O)NCCC(=O)N(C)Cc3ccco3)ccc2N1C(=O)C1CC1 (stereo not drawn) | 6%
Cc1cccc(Cn2c(COc3ccc(Cl)cc3)nc3ccccc32)c1 | u
CC(Sc1nc2c(c(=O)[nH]1)CCCC2)C(=O)Nc1ccccc1C#N (stereo not drawn) | 23%

An excerpt of these results, with each value named:
> CCOc1ccc(C(c2c(O)cc(C)n(CCOC)c2=O)N2CCN(c3ccccc3F)CC2)cc1 (stereo not drawn)
  KDM5B inhibitor: u

> Brc1ccc(COc2cccc3cccnc23)cc1
  KDM5B inhibitor: u

> CCN1CC(C(=O)N2CCC(Sc3ccc(C)cc3)CC2)CC1=O (stereo not drawn)
  KDM5B inhibitor: 31%

Further records follow:
SMILES | KDM5B inhibitor
CCOC(=O)CCNC(=O)N1CCc2c(nc(-c3ccccc3)[nH]c2=O)C1 | 6%
COc1ccc(NC(C)=[N+](C)CCNS(=O)(=O)c2ccc(Cl)cc2)cc1Cl | -35%
CC1C=CC(C)N1c1ncnc2c1CN(C1CCCNCC1)C(=O)CN2C (stereo not drawn) | u
N#Cc1cccc(/C=C/C(=O)c2cccc(N3CCOCC3)c2)c1 | u
CCNC(=O)NC1CC(=O)N(Cc2ccccc2C(F)(F)F)C1 (stereo not drawn) | -29%
COc1ccc(N(CC(=O)N2CCN(c3ccc(F)cc3)CC2)S(=O)(=O)c2c(C)n[nH]c2C)cc1 | u
Cc1ccc(NC(=O)C(=O)NCC(c2cccnc2)N2CCN(Cc3ccccc3)CC2)cc1C (stereo not drawn) | -11%
CCc1nc2c(c(-c3ccc(Cl)cc3)n1)CN(C(=O)c1ccc(C)cc1)CC2 | 17%
Cc1ccccc1-c1noc(-c2cccnc2N(C)Cc2ccc(Cl)cc2)n1 | u
Cc1ccc(C(=O)N2CCc3nnc([C@@H]4C[C@@H](O)CN4C(C)C)n3CC2)cn1 | -30%
CCCCCNCc1ccc(C)s1 | 16%
CCONC(=O)c1ccc2c(c1)NC(=O)CS2 | 1%
CC(C)CCn1nc(C(=O)NCc2ccc(F)cc2)c2ccccc2c1=O | 3%
Cc1noc(C)c1S(=O)(=O)NCC1(COc2cnccn2)C[C@@H](O)[C@@H](O)C1 (stereo partly drawn) | -14%[86.2 µM]
Cc1ccc(C)c(S(=O)(=O)NCCc2ccc(Cl)cc2)c1 | -5%
Cc1onc(C(=O)NC2CCc3n[nH]c(=O)n3CC2)c1COc1ccccc1 (stereo not drawn) | -32%
CCOC(=O)c1nc(NCc2ccc(OC)cc2)c2ccccc2n1 | 12%
Nc1ccccc1Sc1ccc(C(=O)c2ccccc2C(=O)O)cc1[N+](=O)[O-] | -19%
CCOC(=O)Nc1ccc(N2CCn3c(nc4ccccc43)C2)cc1 | 1%
COc1cccc(C=Nc2ccc3c(c2)CCC3)c1O | 3%
COC(=O)CC(NC(=O)C12CC3CC(CC(C3)C1)C2)C(=O)OC (stereo not drawn) | 16%
Cc1ccc(C)c(NC(=O)CCc2c(C)n(C)c3cc(-c4ccccc4C)nn3c2=O)c1 | u
CC(NC(=O)C(=O)Nc1cc(Cl)ccc1Cl)c1ccccc1 (stereo not drawn) | -5%
CN(CC(=O)Nc1ccc(Cl)c(C(F)(F)F)c1)C(=O)CN1CCCCC1 | -7%
CC(C)c1nnc(NC(=O)c2nc(S(=O)(=O)Cc3ccccc3)ncc2Cl)s1 | u
CC1CCc2c(c(-c3ccccc3O)nc3ccc4ccccc4c23)C1 (stereo not drawn) | -9%
Cc1ccc(-c2nnn(CC(=O)N(CC(=O)NCCC(C)C)c3ccc(F)cc3)n2)cc1 | -2%
COc1ccc(Cl)cc1NC(=O)Cn1c(=O)n(-c2ccc(C)cc2)c(=O)c2ccc(C(=O)NCc3ccccc3Cl)cc21 | u
Cc1ccc(NC(=O)N2CCC(n3cnnc3C3CC3)C2)cc1C (stereo not drawn) | -11%
O=C(CCCNc1nc(Cl)nc2nc[nH]c12)NC1CC1 | 17%
O=C(CN1CCc2ccccc21)NC1CCCc2ccccc21 (stereo not drawn) | -4%
COc1ccc(C2=NO[C@@](CC(=O)O)(C(=O)Nc3ccc(C(C)=O)cc3)C2)cc1 | -5%
Cc1cc(C)c2c(CC(=O)N(Cc3ccc(Cl)cc3)Cc3ccco3)coc2c1 | u
Cc1cc(CN2CCC3(CC2)CCN(C(=O)c2ccccn2)CC3CO)on1 (stereo not drawn) | u
Cc1cc(CNC(=O)CC2C(=O)NCCN2Cc2ccc(-c3ccccc3)cc2)nn1C (stereo not drawn) | u
COc1ccc(NC(=O)N[C@H]2C[C@@H](c3nc(-c4ccc(F)cc4)no3)N(C)C2)cc1 | 6%[86.2 µM]
O=C(CCn1c(=O)oc2cc(Cl)ccc21)Nc1ccc(-c2nnc3n2CCCCC3)cc1 | 13%
O=C(Nc1ccc(C(F)(F)F)cc1)N1CCC(n2cnnc2C2CC2)C1 (stereo not drawn) | -5%
COc1ccc(C2Cn3cnc(C(=O)N4CCC(C(=O)Nc5ccccc5F)CC4)c3CO2)cc1 (stereo not drawn) | -9%
COc1cccc(-c2nc(CC(=O)NC3CCN(Cc4ccccc4)CC3)cs2)c1 | -12%
CC(C)CN(C1CCOCC1)C1CN(S(=O)(=O)c2cn(C)cn2)C1 | 1%
CCn1c(SCC(=O)Nc2ccccc2C)nc2nc3c(cc2c1=O)COC(C)(C)C3 | -5%
CCCCn1c(SCC(=O)c2cc(C)n(C3CC3)c2C)nc2cc(S(N)(=O)=O)ccc21 | 8%
CN1CCCCCCN(C(=O)c2ccc3ccccc3n2)[C@H]2CCC[C@H]2C1=O | 9%
Cc1ncccc1C(=O)N1CC(Oc2ccc(-c3nc(-c4ccccc4)no3)cc2)C1 | -17%
Cn1c(=O)c2c(ncn2CC(=O)NCCc2ccc(Cl)cc2)n(C)c1=O | 18%
CC(=O)Nc1ccc(CN2CCC3(Cc4ccccc4NC3=O)C2)cc1 (stereo not drawn) | 0%
CN1CCN(c2nc3c(c(=O)[nH]2)CCN(Cc2cccc(Cl)c2F)CC3)CC1 | -17%

These rows are one share of the data; count on the stated rates, not on these rows.
